Assay outcomes: PubChem, Sanford-Burnham Center for Chemical Genomics
KOR beta-arrestin-1: KOR agonists, beta-arrestin recruitment, primary screen, cell-based, luminescence, uHTS (AID 1777); Kappa-type opioid receptor (Homo sapiens); KOR beta-arrestin recruitment, luminescence; higher % means a stronger effect; activation, % at 10 µM, or EC50 in µM where a hit was titrated; 280,000 compounds, 0.02% hits; in the data active = activation above about 50%, passing the limit was not always enough; note: a part of the inactive calls stands beside numbers as strong as those of hits
SIAH1 antagonists: Siah-1 peptide-binding antagonists, primary screen, biochemical, fluorescence polarization, rhodamine-plectin, uHTS (AID 1817) | E3 ubiquitin-protein ligase SIAH1 (Homo sapiens) | Siah-1 / rhodamine-plectin peptide fluorescence polarization; higher % means a stronger effect | displacement, % at 20 µM; hits with a dose series show IC50 in µM | 290,000 compounds, 0.02% hits;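 active = displacement of at least 50% at 20 µM, with a fluorescence ratio check between 0.3 and a set limit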;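 note: plate controls were Siah plus tracer with DMSO for no effect and tracer alone without Siah for full effect; strong numbers were not always called active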
GPR55 LPI antagonism: GPR55 antagonists blocking LPI-driven arrestin recruitment, primary screen, imaging, U2OS, beta-arrestin-GFP, LPI agonist (AID 2013); G-protein coupled receptor 55 (Homo sapiens); U2OS GPR55 beta-arrestin-GFP translocation imaging, LPI antagonism; higher % means a stronger effect; inhibition, % at 10 µM, or IC50 in µM where a hit was titrated; 290,000 compounds, 0.13% hits;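 active = spots per cell inhibited over 60%, with over 100 cells counted and total cytoplasm intensity under 500,000; inconclusive = wells with under 100 cells, flagged as likely toxic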;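 note: U2OS cells stably carrying GPR55 and arrestin-GFP stimulated by 5 µM LPI near EC80; imaged beta-arrestin-GFP aggregate spots per cell after agonist stimulation; plate controls were LPI-stimulated DMSO wells for no effect and DMSO wells without LPI for full effect; some results filed as inactive read as strong as hits; confirmed hits need IC50 under 10 µM and bright autofluorescent wells are also inconclusive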
GPR35 arrestin U2OS: GPR35 antagonists blocking zaprinast-driven arrestin recruitment, primary screen, imaging, U2OS, beta-arrestin-GFP, zaprinast agonist (AID 2058) | G-protein coupled receptor 35 (Homo sapiens) | U2OS GPR35 beta-arrestin-GFP translocation imaging, zaprinast antagonism; higher % means a stronger effect | one-dose inhibition, % at 10 µM; IC50 in µM for titrated hits | 290,000 compounds, 0.052% hits;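 active = inhibition of at least 50% with at least 30 cells and total cytoplasm GFP at most 10,000,000; inconclusive = under 30 cells or total GFP of 10,000,000 plus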
HIV peptide binding: inhibitors of HIV fusion peptide binding, primary screen, biochemical, uHTS, fluorescence dequenching (AID 1986) | cell-free peptide binding, fluorescence dequenching, 30 min; higher % means a stronger effect | one-dose inhibition, % at 20 µM; IC50 in µM for titrated hits | 290,000 compounds, 0.3% hits; in the data active = inhibition mostly above about 52%, no sharp cut-off; inactive = mostly below about 76%; note: some results filed as inactive read as strong as hits
KOR beta-arrestin-2: KOR antagonists, beta-arrestin recruitment, cell-based, luminescence, uHTS (AID 1778); Kappa-type opioid receptor (Homo sapiens); KOR beta-arrestin recruitment, luminescence, antagonist mode; higher % means a stronger effect; inhibition, % at 10 µM; hits with a dose series show IC50 in µM; 290,000 compounds, 0.091% hits; in the data active = inhibition above about 50%; note: strong numbers were not always called active
AID2073: inhibitors of Mint1-CaV2.2 protein interaction, biochemical, HTRF (AID 2073) | Voltage-dependent N-type calcium channel subunit alpha-1B (Homo sapiens) | HTRF protein-protein interaction, Mint1-CaV2.2; higher % means a stronger effect | one-dose inhibition, % at 20 µM; IC50 in µM for titrated hits | 290,000 compounds, 0.19% hits; in the data active = inhibition mostly above about 51%, no sharp cut-off; inconclusive = no clear call, values can overlap the other calls; inactive = mostly below about 53%; note: some results filed as inactive read as strong as hits
NOD1 NF-kB reporter: NOD1 signaling inhibitors, primary screen, cell-based, luminescence, uHTS (AID 1578); NOD1-driven NF-kB luciferase reporter cells, luminescence; higher % means a stronger effect; 290,000 compounds, 1% hits; inhibition, % at 4 µM; hits with a dose series show EC50 in µM; in the data active = inhibition mostly above about 36%, no sharp cut-off; inactive = mostly below about 34%;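 note: HEK-293T reporter cells stimulated with the NOD1 agonist gamma-tri-DAP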
GPR55 activation: GPR55 agonists via beta-arrestin recruitment, primary screen, imaging, U2OS cells, beta-arrestin-GFP redistribution (AID 1961) | G-protein coupled receptor 55 (Homo sapiens) | U2OS GPR55 beta-arrestin-GFP redistribution imaging; higher % means a stronger effect | one-dose activation, % at 10 µM; EC50 in µM for titrated hits | 290,000 compounds, 0.048% hits;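 active = activation above 40% with more than 50 cells counted in the well; inconclusive = wells holding fewer than 50 cells, flagged as toxic or sparse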;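 note: U2OS osteosarcoma cells stably expressing GPR55 and beta-arrestin-GFP; plate controls were DMSO negative control for no effect and LPI positive control for full effect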
Active calls of the source: *; ? = inconclusive; / = not tested or not shown; [ ] = dose if it differs, or a comment. An excerpt; rates above refer to the full screens.

SMILES	KOR beta-arrestin-1	SIAH1 antagonists	GPR55 LPI antagonism	GPR35 arrestin U2OS	HIV peptide binding	KOR beta-arrestin-2	AID2073	NOD1 NF-kB reporter	GPR55 activation
COc1ccc(C(=O)C2CCN(C(=O)c3ccc(OC)cc3)CC2)cc1	-3.6%	-1%	-11%	-7%	1.2%	-36%[20 µM]	-7%	-16%	0.3%
CCOc1ccc(NC(=O)CSc2nnc(NC(=O)C3CC3)s2)cc1	-3.2%	1%	-16%	-14%	0.0%	-12%	11%	-25%	-0.1%
O=C(CSc1ncccn1)N1CCN(C(=O)CSc2ncccn2)CC1	1.6%	8%	11%	-15%	2.1%	23%	0%	-7%	1.1%
CC(C)(O)C#Cc1ccc(CN2CCCC(CNC(=O)c3ccco3)C2)cc1 (configuration not stated)	0.8%	-9%	-9%	-1%	0.2%	-25%	12%	17%	0.4%
O=C(CSc1ccc(F)cc1)NCCc1ccc(Cl)cc1	-1.8%	2%	2%	-6%	-1.2%	-25%	4%	-10%	-0.2%
COc1ccc(-c2ccnc(SCC(=O)Nc3ccccn3)n2)cc1	-5.6%	6%	5%	2%	3.6%	12%	8%	16%	0.5%
CC(=O)N1c2ccc(S(=O)(=O)CCC(=O)O)cc2CC1C (configuration not stated)	-0.1%	4%	21%	-1%	0.9%	0%	11%	4%	-0.2%
CCC(C)(C)NC(=O)CN(C(=O)c1snc(C(N)=O)c1N)c1ccc2c(c1)OCCO2	-2.3%	2%	-1%	1%	-1.7%	5%	0%	-28%	-0.2%
COc1cccc(-c2nc(CS(=O)(=O)CC(=O)NC3CCCC3)c(C)o2)c1	-6.6%	-5%	5%	0%	-2.1%	-21%	3%	8%	-0.2%
CCn1c(SCc2ccc(Cl)cc2Cl)nc2nc3c(cc2c1=O)CCCC3	-4.2%	8%	5%	8%	-1.7%	10%	3%	-1%	0.2%
Cc1ccc(/C([O-])=C(/C(=S)NCc2ccccc2)[n+]2cccc(CO)c2)cc1[N+](=O)[O-]	0.9%	-1%	1%	-9%	4.0%	-30%	?	-12%	-0.1%
Cc1ccc(C(C)NC(=O)c2ccncc2)cc1C (configuration not stated)	-1.8%	8%	13%	-5%	-0.9%	23%	2%	-6%	0.8%
CCCC(C(=O)NC1CCCC1)N(Cc1ccc(F)cc1)C(=O)c1snc(C(N)=O)c1N (configuration not stated)	-3.1%	4%	0%	-5%	1.6%	-2%	8%	-17%	0.3%
c1ccc(Cc2nnc(-c3ccccc3)o2)cc1	46%	2%	3.3µM*	32%	-1.0%	-8%	-9%	-29%	0.2%
Cc1ccc(C(c2sc3nc(C)nn3c2O)N2CCN(c3ccccc3F)CC2)cc1 (configuration not stated)	-3.7%	0%	9%	4%	-0.4%	-1%	2%	-24%	0.5%
CN(C)c1nc(N/N=C/c2ccccc2O)nc(Nc2ccc(F)cc2)n1	-6.4%	-11%	0%	-10%	-0.2%	16%	-4%	-9%	-1.2%
O=C(CN1CCN(c2ncccn2)CC1)N1CCCC1	0.7%	4%	2%	3%	0.2%	6%[20 µM]	13%	-10%	-0.1%
O=C(COc1ccccc1O)Nc1ccccc1Cl	5.9%	-3%	-13%	2%	-0.8%	-24%	-8%	11%	0.0%
N#CCCN(Cc1ccccc1)C(=O)c1nccnc1C(=O)O	2.3%	1%	18%	-16%	1.0%	-9%	12%	-19%	-0.1%
CC1CCCN(C(=O)Cn2nnc(-c3cccnc3)n2)C1 (configuration not stated)	0.8%	0%	1%	4%	0.6%	-29%	2%	-15%	-0.2%
COC(=O)c1ccccc1-c1ccc(/C=N/NC(N)=O)o1	/	-3%	2%	-4%	-0.9%	-19%	12%	6%	-0.3%
COc1ccccc1N=C1NC(=O)/C(=C/c2ccc(N(C)C)cc2)S1	-1.8%	-4%	1%	20%	52%*	-119%	28%	-32%	-0.2%
COc1ccc(NC(=O)NN2CCN(C)CC2)c(OC)c1	0.2%	1%	-6%	3%	-1.1%	25%	11%	-4%	0.0%
Fc1ccc(-c2nc(-c3cccs3)[nH]c2-c2ccc(F)cc2)cc1	5.0%	0%	11%	4%	1.4%	/	4%	11%	0.1%
Nc1c(S(=O)(=O)c2cccc(Cl)c2)c2nc3ccccc3nc2n1/N=C/c1ccc(O)c(O)c1	4.7%	26%	15%	2%	2.2%	-53%	37%	-8%	0.4%
Further compounds follow:
SMILES	KOR beta-arrestin-1	SIAH1 antagonists	GPR55 LPI antagonism	GPR35 arrestin U2OS	HIV peptide binding	KOR beta-arrestin-2	AID2073	NOD1 NF-kB reporter	GPR55 activation
CCOc1ccccc1NC(=O)CCN1CCN(S(=O)(=O)c2ccc(OC)cc2)CC1	-0.8%	-4%	8%	6%	2.7%	-10%	5%	-14%	0.1%
COc1cc(Cl)c(C)cc1NC(=O)CCCn1c(=O)oc2ccccc21	4.5%	-1%	-7%	-6%	0.7%	-11%	-1%	-31%	-0.2%
COc1ccc(CCNC(=O)Cn2c(=O)n(CC3CCCO3)c(=O)c3cc(OC)c(OC)cc32)cc1OC (configuration not stated)	2.9%	8%	15%	-10%	-1.1%	-21%	1%	-14%	-0.3%
Cc1cc(C(=O)N/N=C/c2c3ccccc3cc3ccccc23)n[nH]1	-4.0%	4%	-4%	6%	3.7%	-66%	6%	-11%	-0.1%
C[C@]12C=CC(=O)C=C1CC[C@@H]1[C@@H]2[C@@H](O)C[C@@]2(C)[C@H]1CC[C@]2(O)C(=O)CO	3.0%	-3%	8%	-7%	0.8%	-20%[20 µM]	-1%	22%	-0.1%
Cc1ccc(CN2C(=O)N/C(=C/c3cc(C)n(-c4ccccn4)c3C)C2=O)cc1	13%	4%	6%	1%	20%	4%	20%	-33%	0.4%
COCCCNC(=S)N1CCN(c2nc(C)nc3sc4c(c23)CCCC4)CC1	1.8%	-2%	9%	8%	1.8%	-80%[20 µM]	-16%	3%	-0.1%
CN(C)c1ccc(/C=C2\SC(N3CCCCC3)=NC2=O)cc1	-1.4%	-1%	-21%	13%	74%*	-11%[20 µM]	6%	16%	-0.2%
Fc1ccc(-c2n[nH]c(=S)c3ccccc23)cc1	-7.9%	0%	98%*	-12%	-3.4%	8%	-15%	-13%	0.0%
O=C(NCc1ccco1)c1ccc(=O)[nH]n1	5.5%	-4%	13%	14%	3.9%	-23%	12%	-8%	-0.2%
O=[N+]([O-])c1cc(CN2CCN(c3cccc(C(F)(F)F)c3)CC2)c2cccnc2c1O	2.6%	36%	-1%	-11%	22%	-22%	6%	6%	0.0%
O=C(CCCC1=NS(=O)(=O)c2ccccc2N1)N1CCN(c2ccc(Cl)cc2)CC1	1.8%	0%	13%	-14%	1.8%	1%	2%	-23%	-0.2%
Cc1cc(C)c(N2CCN(S(=O)(=O)N3CCCCCC3)CC2)c(C)c1	0.9%	0%	10%	0%	3.7%	-18%	3%	-10%	-0.1%
CC1(C)CC(=O)C2=C(C1)C(c1cn(-c3ccccc3)nc1-c1ccccc1)C(C#N)=C(N)O2 (configuration not stated)	1.1%	7%	-3%	-1%	3.0%	44%	9%	31%	-0.1%
CCc1nc2ccccc2c(=O)n1NCCc1ccccc1	4.0%	5%	11%	5%	1.1%	19%	0%	-5%	0.0%
CCN(c1ccccc1)S(=O)(=O)c1ccc(C(=O)N(CCCN(C)C)c2nc3c(C)cccc3s2)cc1	4.2%	1%	31%	12%	-1.5%	-5%	5%	-15%	0.3%
O=C(NC1CC2CCC(C1)N2Cc1ccccc1)c1cccc(F)c1 (configuration not stated)	-0.9%	1%	10%	6%	0.0%	-56%[20 µM]	7%	-19%	0.3%
Cn1c(=O)c(=O)n(C)c2cc(N3CCCC3)c(NS(=O)(=O)c3ccc(Cl)cc3)cc21	-0.1%	4%	10%	-13%	-1.4%	7%	-2%	-17%	0.5%
O=C(CS(=O)CC(=O)NC12CC3CC(CC(C3)C1)C2)Nc1ccc(F)cc1 (configuration not stated)	2.1%	-3%	-4%	-10%	-1.0%	13%	1%	-21%	-0.2%
COc1ccccc1C1C2=C(N=C3SCC(=O)N31)c1ccccc1CC2 (configuration not stated)	3.1%	1%	1%	-4%	-2.8%	-21%	-12%	-35%	0.6%
NNc1nc(N)c2c(n1)-c1ccccc1CC21CCCC1	-9.0%	0%	-21%	1%	-1.8%	-9%	13%	4%	-0.3%
O=C(NCCO)c1cc2c(s1)CCC2	0.6%	-2%	-21%	15%	-0.9%	-5%	-1%	17%	-0.1%
O=C(c1cccc([N+](=O)[O-])c1)c1ccc2c(c1)OCCOCCOCCOCCO2	-2.9%	12%	14%	0%	-1.6%	7%	16%	-1%	-0.1%
O=C1CCC/C1=c1\s/c(=C\c2cccnc2)c(=O)n1-c1ccccc1	-2.6%	1%	-2%	10%	-1.8%	-1%	-9%	18%	-1.0%
O=C(Cn1c(=O)oc2ccccc21)N1CCOCC1	-5.9%	4%	-4%	16%	2.8%	6%[20 µM]	9%	-23%	-0.1%
New compounds follow.
SMILES	KOR beta-arrestin-1	SIAH1 antagonists	GPR55 LPI antagonism	GPR35 arrestin U2OS	HIV peptide binding	KOR beta-arrestin-2	AID2073	NOD1 NF-kB reporter	GPR55 activation
CCc1ccc(C(CNC(=O)c2ccc3c(=O)n(-c4ccccc4F)c(=S)[nH]c3c2)N(C)C)cc1 (configuration not stated)	-4.9%	-6%	16%	-1%	-1.2%	-2%	-7%	-14%	0.1%
S=c1nc(-c2ccccc2)n(-c2ccccc2)[nH]1	-2.0%	8%	16%	0%	1.1%	18%	8%	-3%	-0.1%
COc1ccccc1NS(=O)(=O)c1cccs1	-1.5%	0%	10%	15%	-1.6%	27%	1%	-18%	0.3%
COc1ccccc1OCc1ccc(C(=O)N(C)c2ccccc2)o1	-2.8%	0%	22%	-4%	0.6%	-16%[20 µM]	-4%	18%	-0.1%
CC(=O)c1nn(-c2cccc(Br)c2)cc1C(=O)c1ccc(C)cc1	-8.0%	1%	-10%	-8%	1.7%	-15%	-6%	-9%	-0.1%
CCOC(=O)CNc1cccc(C(F)(F)F)c1	-2.0%	-6%	6%	1%	-1.6%	2%	-5%	-36%	-0.5%
Cc1onc(-c2ccccc2)c1C(=O)N/N=C/c1cc2c(cc1Cl)OCO2	4.1%	3%	6%	3%	1.4%	16%	4%	17%	0.4%
O=C(NCCc1ccccc1)c1ccncc1	-3.5%	-2%	-5%	2%	0.3%	4%	2%	6%	-0.2%
COc1ccc(COC(=O)c2ccc3c(=O)n4c(nc3c2)CCC4)cc1F	1.1%	4%	4%	6%	0.1%	15%	7%	-7%	-0.2%
